GLP1R cytotox: cytotoxicity counter-screen for GLP-1 receptor inverse agonists. HEK293 cAMP-luciferase reporter cells, luminescence, 24 h. Potency, µM (series often up to 38.3 µM), inactives show top-dose activity change, negative = inhibition, actives largely listed as inhibitors. hit rate 0.13% among 410,000;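 further: loss of luciferase light is scored as toxicity; on the % scale 0 is the no-effect control and ±100 the full control effect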
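Luminescence readout: signal drop marks cytotoxicity. Plated cells grew 12 h at 37 °C, 5% CO2, received 23 nL compound for 24 h, then got luciferase reagent, read after 12 min at RT.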
SW480 rerep: DNA re-replication induction in SW480 cells. hit rate 1.8% among 340,000. AID 624297. SW480 DNA re-replication, Hoechst DNA content imaging, 48 h. Potency, µM (highest dose often 46.1 µM), for inactives: top-dose re-replication activation, most hits filed as activators; further: % of control where 0% means no effect; nearly all actives have a fitted effect of over 55% in size
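Image-based DNA-content assay: after two days of treatment, nuclei were labelled with the DNA dye Hoechst and imaged, and hits were compounds raising the count of nuclei showing high fluorescence intensity.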
KB-3-1 tox: KB-3-1 parental cell cytotoxicity. KB-3-1 viability, CellTiter-Glo ATP luminescence, 72 h. Potency, µM (series often up to 46.1 µM), for inactives: at the top dose activity change, negative = cytotoxic, most hits filed as cytotoxic. hit rate 1.4% among 400,000. AID 1347075; further: on the % scale 0 is the no-effect control and ±100 the full control effect; nearly all actives have a fitted effect of over 60% in size
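Cytotoxicity in the drug-sensitive parental line KB-3-1 was scored as loss of CellTiter-Glo luminescence following 72 h incubation with compound. Values come from curve fitting of normalized concentration-response data.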
KB-V1 cytotox: kills drug-selected multidrug resistant KB-V1 cells; Potency, µM (highest dose often 46.1 µM), without a hit: top-dose activity change, negative = cytotoxicity, usual class: cytotoxic; KB-V1 MDR cells viability, CellTiter-Glo, 72 h; hit rate 3.4% among 400,000; further: on the % scale 0 is the no-effect control and ±100 the full control effect; nearly all actives have a fitted effect of over 60% in size
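KB-V1, DMEM (no phenol red) + 10% FBS; cpd pin-transferred, titration series; 72 h, 37 degrees C; CellTiter-Glo, luminescence. Data normalized, curve-fit.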
GLP1R ag: GLP-1 receptor (human) agonism; HEK293 GLP-1R CRE-luciferase, luminescence, 4-6 h; cells express a hypersensitive GLP-1R form; hit rate 0.007% among 380,000; Potency, µM (series often up to 45.6 µM), inactives show at the highest dose activation, usual class: activators; P43220; AID 624172; further: % of control where 0% means no effect
Target sequence (P43220 whole entry, looked up): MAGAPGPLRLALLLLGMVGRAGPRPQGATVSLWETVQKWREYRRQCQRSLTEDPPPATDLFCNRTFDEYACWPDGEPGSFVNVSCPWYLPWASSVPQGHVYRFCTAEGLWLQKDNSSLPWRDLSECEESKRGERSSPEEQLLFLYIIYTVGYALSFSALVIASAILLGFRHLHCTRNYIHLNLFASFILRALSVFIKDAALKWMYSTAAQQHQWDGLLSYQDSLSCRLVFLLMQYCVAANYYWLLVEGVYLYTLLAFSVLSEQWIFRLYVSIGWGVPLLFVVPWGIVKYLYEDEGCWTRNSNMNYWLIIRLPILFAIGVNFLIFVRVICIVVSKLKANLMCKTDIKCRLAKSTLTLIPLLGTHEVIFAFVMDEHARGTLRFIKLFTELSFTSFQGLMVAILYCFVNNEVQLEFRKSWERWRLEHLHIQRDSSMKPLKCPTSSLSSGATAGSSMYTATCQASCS
GLP-1R inv ag: GLP-1 receptor (human) inverse agonism. hit rate 1.6% among 410,000. HEK293 GLP-1R CRE-luciferase, luminescence, 24 h; GLP-1R form is constitutively active. Potency, µM (titrated, usually from 38.3 µM), for inactives: top-dose activity change, negative = inhibition, usual class: inhibitors. P43220; further: on the % scale 0 is the no-effect control and ±100 the full control effect; nearly all actives have a fitted effect of over 55% in size
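HEK293 cells stably co-expressing a cAMP-responsive luciferase reporter and constitutively active GLP-1R were seeded, incubated 12 h, then exposed to compounds for 24 h at 37 C. Luminescence was read 12 min after detection reagent; inverse agonists lower signal.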
HT1080NT lethal: kills 2HG-producing HT-1080-NT fibrosarcoma cells; HT-1080-NT fibrosarcoma viability, CellTiter-Glo ATP luminescence, 48 h; Potency, µM (series often up to 46.1 µM), for inactives: top-dose activity, negative = less viability, most hits filed as cytotoxic; hit rate 1.6% among 360,000; AID 686970;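 further: NT is the 2HG producing partner of a matched IDH1 knockdown line; 0% = DMSO-treated cells and -100% = media-only wells without cells; nearly all actives have a fitted effect of over 55% in size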
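Read-out is CellTiter-Glo luminescence after 10 minutes at room temperature, following 48 hours' compound treatment of HT-1080-NT cells (750 cells/well, RPMI, 5% FBS, 37 degrees C).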
TDP-43 yeast inh: TDP-43 toxicity inhibition in yeast; TDP-43 expressing yeast growth rescue, BacTiter-Glo, 24 h; hit rate 1.8% among 410,000; AID 652104; Potency, µM (doses to about 46.1 µM), for inactives: at the top dose growth rescue (activation), actives largely listed as activators; further: % of control where 0% means no effect; nearly all actives have a fitted effect of over 50% in size
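Cell-based yeast growth screen: TDP-43 expression induced in galactose, inoculum OD600=0.02 after raffinose pregrowth to mid-log. Read-out BacTiter-Glo luminescence at 24 hr, 30 deg C; inhibition of toxicity seen as signal increase.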
HT1080 IDH1KD tx: kills HT-1080 cells with IDH1 knockdown. HT-1080 IDH1 knockdown viability, ATP luminescence, 48 h. Potency, µM (series often up to 46.1 µM), for the others: at the highest dose activity, negative = toxicity, most hits filed as cytotoxic. hit rate 2% among 360,000. AID 686971;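 further: 0% = DMSO wells and -100% = cell-free medium wells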
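In this qHTS, HT-1080 cells depleted of IDH1 are exposed for 48 h at 37 °C to compound titrations. Toxicity is scored from CellTiter-Glo luminescence, with DMSO as full viability and medium alone as none.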
An asterisk follows results filed as active; i = inactive; ? = inconclusive; nt = no result given; & = joins results of further samples; [ ] = dose if it differs, or a comment. The call rests on the fitted dose curve; in most records, active means well fitted curve in the direction sought with a large enough effect; inconclusive means small, poorly fitted or top-dose-only effect, or another doubt; inactive means no such curve, though single readings can be large; an effect the other way counts as inactive or inconclusive. Potency means the concentration at half of the fitted maximal effect.

SMILES	GLP1R cytotox	SW480 rerep	KB-3-1 tox	KB-V1 cytotox	GLP1R ag	GLP-1R inv ag	HT1080NT lethal	TDP-43 yeast inh	HT1080 IDH1KD tx
O=C(/C=C/NCc1cccnc1)c1ccc(-c2ccccc2)cc1	-5%	-87%[inhibitor]	-30%	0%	10%	-2%	-19%	-61%[inhibitor]	-29%
OC(c1ccccc1)c1nc(/C=C/c2ccc(C(F)(F)F)cc2)cs1 (configuration not stated)	2%	nt	0%	20%	-5%	?	-19%	?	-4%
COc1cc2[nH]c(=O)n(CCCCCC(=O)NC3CCCC3)c(=O)c2cc1OC	-44%	-5%	-2%	13%	0%	11%	-8%	-12%	-13%
CCN(CC)C(=O)C(=O)c1cn(CC(=O)N2CCc3ccccc3C2)c2ccccc12	5%	-1%	-2%	-20%	-3%	-18%	-2%	12%	-2%
Cc1nn(-c2ccc(F)cc2)c(Cl)c1/C=C(/CCC(=O)O)c1nc2ccccc2s1	7%	4%	17%	-11%	7%	-20%	0%	0%	-11%
CCOC(=O)c1ccc(N2CSC3=C(C#N)C(c4ccc(OC)cc4OC)CC(=O)N3C2)cc1 (configuration not stated)	0%	-1%	20%	-10%	2%	-11%	0%	6%	?
Cn1nc(C(F)(F)F)c(-c2ccc(F)cc2)c1NC(=O)c1ccco1	-16%	-4%	11%	0%	9%	?	-6%	-10%[1.82 µM]	-14%
Cc1c(Br)c([N+](=O)[O-])nn1CCCC(=O)Nc1sc2c(c1C(N)=O)CCC(C)C2 (configuration not stated)	-9%	-54%[inhibitor]	?	8.2µM*	1%	-10%	2%	-9%	-3%
O=C(/C=C/c1ccc(Cl)c([N+](=O)[O-])c1)Nc1cccc(NC(=O)c2ccco2)c1	?	?	5%	-14%	-10%	?	?	2%	?
O=C(Cn1cnc2onc(-c3ccc(F)cc3)c2c1=O)Nc1ccc(F)c(Cl)c1	-5%	nt	-1%	0%	-7%	1%	nt	12%	nt
O=C(O)c1nnn(-c2ccc(F)cc2F)c1-c1ccccc1	-11%	-1%	-3%	14%	-2%	0%	10%	2%	6%
O=C(Nc1ccc2c(c1)nc1n2CCN(C2CCCCC2)C1)c1ccco1	-4%	-3%	-2%	-4%	3%	5%	-17%	-2%	-29%
COc1ccc(N2CCC(CNC(=S)Nc3cc(C)cc(C)c3)C2)cc1 (configuration not stated)	i	?	-28%	-3%	2%	76%[activator]	?	?	?
Cc1c(NC(=O)c2cc(C3CC3)on2)c(=O)n(-c2ccccc2)n1C	4%	-1%	-5%	?	2%	-3%	6%	17%	6%
O=C1NC[C@@H](Cc2ccc(O)cc2)N(CCc2cccc3ccccc23)C1=O	9%	16%[9.22 µM]	-1%	-2%	6%	9%	7%	12%	3%
CN(C)c1nc(N(C)C)nc(N2CC(CCl)OC2=N)n1 (configuration not stated)	2%	-3%	-1%	8%	1%	-11%	12%	-7%	1%
CCC(C)[C@H](NC(=O)[C@@H]1Cc2ccccc2CN1)C(=O)NCc1ccc(C)cc1 (some centres not stated)	5%	nt	-4%	-21%	-2%	?	-6%	1%	1%
CC(C)Cn1cnc2c1c(=O)n(CC(=O)N(C)C)c(=O)n2Cc1ccccc1	0%	-11%	-5%	-27%	2%	9%	11%	-15%	-2%
COc1ccc(-c2noc(CSc3nnc(CCc4ccccc4)n3-c3ccccc3)n2)cc1OC	?	24%	-1%	23µM*	22%	0%	?	-8%	?
O=C1CCCCC1(CCc1ccncc1)CCc1ccncc1	9%	3%	12%	?	2%	?	-3%	24%	-4%
O=C(Cc1ccc(Cl)cc1)Nc1ccc2nn(-c3ccc(Cl)cc3)nc2c1	-4%	nt	9%	1%	nt	13%	nt	6%	nt
O=C(NCc1c(F)cccc1F)c1cc(COc2c(F)cccc2F)on1	1%	15%	-9%	-10%	27%	-27%	-1%	-14%[0.397 µM]	15%
Cn1c(SCC(=O)Nc2cccc(F)c2)nc2c(c1=O)SCC2	1%	-10%	nt	nt	-3%	12%	-8%	7%	-4%
COCCSc1ccccc1C(=O)Nc1ccccc1C#N	5%	-71%[inhibitor]	5%	-5%	4%	19%	-1%	-2%	2%
CCn1c(N2CCN(S(=O)(=O)c3ccccc3)CC2)nc2ccccc21	-9%	1%	-25%	?	8%	-9%	8%	10%	1%

Entries of single compounds, quoted from the list. Values in the order: GLP1R cytotox	SW480 rerep	KB-3-1 tox	KB-V1 cytotox	GLP1R ag	GLP-1R inv ag	HT1080NT lethal	TDP-43 yeast inh	HT1080 IDH1KD tx
COc1ccc(-c2noc(CSc3nnc(CCc4ccccc4)n3-c3ccccc3)n2)cc1OC as listed: ?	24%	-1%	23µM*	22%	0%	?	-8%	?
Cn1c(SCC(=O)Nc2cccc(F)c2)nc2c(c1=O)SCC2 as listed: 1%	-10%	nt	nt	-3%	12%	-8%	7%	-4%
COCCSc1ccccc1C(=O)Nc1ccccc1C#N as listed: 5%	-71%[inhibitor]	5%	-5%	4%	19%	-1%	-2%	2%
O=C(NCc1c(F)cccc1F)c1cc(COc2c(F)cccc2F)on1 as listed: 1%	15%	-9%	-10%	27%	-27%	-1%	-14%[0.397 µM]	15%

Remaining list, next part:
SMILES	GLP1R cytotox	SW480 rerep	KB-3-1 tox	KB-V1 cytotox	GLP1R ag	GLP-1R inv ag	HT1080NT lethal	TDP-43 yeast inh	HT1080 IDH1KD tx
COc1ccc(-c2cn[nH]c2-c2ccc(OCc3ccc([N+](=O)[O-])cc3)cc2O)cc1OC	-14%	4%	?	4.1µM*	9%	-29%	-22%	7%	-24%
CCCC(=O)N(CCN1CCOCC1)c1nc2c(OC)ccc(C)c2s1	18%	-11%	-4%	5%	9%	?	-9%	-8%	-4%
CCOC(=O)C1=C(CS(=O)(=O)c2ccc(OC)c(Cl)c2)NC(=O)NC1c1cccc(OC)c1 (configuration not stated)	-15%	nt	5%	0%	-2%	-1%	nt	-4%	nt
Cc1cccc(-n2ncc3c(=O)[nH]c(SCC(=O)NCCC4=CCCCC4)nc32)c1	0%	-4%	-11%	7%	-4%	16%	4%[9.24 µM]	8%	1%
COc1ccc(O)c(-c2cc(C(F)(F)C(F)F)nc(-c3ccccc3)n2)c1	-4%	5%	-4%	-5%	5%	-5%	-14%	-9%	-25%
CC(C)(C)OC(=O)C[C@@H]1C/C=C\C[C@H](CC(=O)NCCO)C(=O)N2CCC[C@H]2COC1=O	-7%	-8%	11%	16%	9%	4%	-1%	12%	1%
O=C(Nc1cc(C(F)(F)F)ccc1Cl)c1cccnc1	6%	-5%	-6%	1%	23%	4%	13%	16%	27%
CCCn1c(SCC(=O)N2c3ccc(F)cc3CCC2C)nnc1-c1ccccn1 (configuration not stated)	-23%	-3%	4%	0%	2%	-14%	-1%	-12%	0%
COc1ccc(Cl)cc1NC(=O)CCc1c(C)nc2c(c1C)c(=O)n(C)c(=O)n2C	3%	nt	13%	?	1%	-9%	nt	4%	nt
COc1ccc(C(CNC(=S)NCc2ccccc2)N2CCCC2)cc1 (configuration not stated)	-11%	-1%	9%	?	1%	?	-1%	-3%	-13%
Cc1onc(-c2ccccc2Cl)c1C(=O)N1CC(C)CC(C)C1 (configuration not stated)	9%	3%	-21%	?	4%	?	-23%	-9%	-15%
CCOC(=O)C1(C)CCCCN1C(=O)c1cccnc1 (configuration not stated)	2%	nt	0%	3%	-5%	22%	?	20%	15%
CN(C)Cc1c(O)ccc2occ(C(=O)c3ccc(F)cc3)c12	-14%	-5%	18%	-1%	2%	-32%	?	-15%	-11%
Cc1ccc(C2CCN(C(=O)Nc3ccccc3)C2)cc1 (configuration not stated)	-26%	-7%	-2%	-20%	-2%	?	5%	10µM*	-7%
CC1CCCN(C(=S)NC2CCCC2)C1 (configuration not stated)	2%	-8%	0%	-2%	0%	-2%	17%	16%	13%
COc1ccc(N(CC(=O)NCc2ccc(F)cc2)S(=O)(=O)c2c(C)noc2C)cc1	0%&-2%	-14%	-3%&4%	0%&-10%	15%&-2%	?	-3%	-11%&12%	5%
Cc1cc2c(cc1C)NC(CC(=O)Nc1ccccc1SC(F)(F)F)C(=O)N2 (configuration not stated)	16%	nt	6%	-15%	1%	15%	nt	19%	nt
CC(NC(=O)CC1Sc2ccccc2NC1=O)c1ccccc1 (configuration not stated)	12%	-5%	-4%	8%	2%	?	3%	-17%	?
CCOC(=O)C1=NN(C(C)=O)C2(CC(=O)N(c3ccc(C)c(C)c3)C2=O)C1 (configuration not stated)	14%	-1%	19%	0%	5%	10%	20%	-22%	34%
Cc1oc2nc(SCCCC(=O)NCCCO)nc(N)c2c1C	18%	4%	-4%	0%	4%	30%	-20%	20%	-14%
CN1C(=O)[C@@H]2C[C@@]3([C@@]45C[C@H]6C(=O)N(C)[C@@H](Cc7ccccc7)C(=O)N6[C@@H]4Nc4ccccc45)c4ccccc4N[C@H]3N2C(=O)[C@@H]1Cc1ccccc1	-7%	?	10%	17%	-1%	21%	-3%	0%	-4%
CCCCn1nnnc1C(c1ccccc1)N1CCN(c2c(Cl)cncc2Cl)CC1 (configuration not stated)	6%	nt	2%	-10%	4%	?	?	22µM*	?
O=C(Nc1cccc(S(=O)(=O)C(F)(F)F)c1)[C@@H]1O[C@H](CO)[C@@H](O)[C@H]1O	-4%	nt	0%	6%	3%	16%	10%	12%	3%
O=C(CN1CCN(C(=O)CN2C(=O)NC3(CCCC3)C2=O)CC1)Nc1cccc(F)c1	-16%	-2%	4%	3%	-6%	-1%	8%	22%	8%
Oc1ccc(Nc2ccc3ccccc3c2)cc1	-2%	23%	-23%	3%	-3%	?	-25%	22µM*	?
O=C(c1ccc2c(c1)OCO2)C1CCCN(Cc2ccc3cccc(F)c3n2)C1 (configuration not stated)	3%	5%	1%	?	10%	-29%	1%	-8%	1%
CCOc1nc(C)ccc1-c1noc(CC)n1	6%	-8%	-2%	-7%	25%	6%	4%	20%	-1%
CCc1ccccc1-n1c(SCC(=O)Nc2ccc3c(c2)OCCO3)nc2[nH]ncc2c1=O	-25%	-1%	8%	6%	-5%	0%	-8%	-18%	?
